High-throughput results: PubChem BioAssay, Dana-Farber Cancer Institute and Novartis Institutes for BioMedical Research (Cambridge, Mass)
USP7 block – inhibitors of human USP7 deubiquitinase; Q93009; purified USP7, Ub-rhodamine cleavage fluorescence; inhibition, % at 20 µM; 0.3% of 47,000 active
USP30 block – blocks human USP30 ubiquitin-rhodamine cleavage | 5.3% of 47,000 active | Q70CQ3 | inhibition, % at 25 µM | purified USP30, Ub-rhodamine cleavage fluorescence
USP10 inh – blocks human USP10 ubiquitin-rhodamine cleavage. 1.1% of 47,000 active. Q14694. purified USP10, Ub-rhodamine fluorescence, 60 min. inhibition, % at 20 µM
UCHL1 inh – inhibitors of human UCHL1 deubiquitinase; P09936; purified UCHL1, Ub-rhodamine cleavage fluorescence; inhibition, % at 20 µM; 0.2% of 47,000 active; AID 1645859
Target sequence (P09936 whole entry, looked up): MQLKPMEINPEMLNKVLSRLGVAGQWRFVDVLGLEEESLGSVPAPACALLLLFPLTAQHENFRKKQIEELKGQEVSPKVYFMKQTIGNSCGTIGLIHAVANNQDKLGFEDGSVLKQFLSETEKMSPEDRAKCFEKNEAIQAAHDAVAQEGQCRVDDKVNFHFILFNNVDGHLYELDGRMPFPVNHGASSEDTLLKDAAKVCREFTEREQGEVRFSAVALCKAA
USP8 inh – human USP8 deubiquitinase inhibition; purified USP8, Ub-rhodamine cleavage fluorescence, 30 min; 4.2% of 47,000 active; AID 1645853; inhibition, % at 20 µM; P40818
USP28 inh – inhibitors of human USP28 deubiquitinase; Q96RU2; purified USP28, Ub-rhodamine cleavage fluorescence, 30 min; inhibition, % at 25 µM; 3% of 47,000 active
USP17 block – inhibitors of human USP17 deubiquitinase | inhibition, % at 50 µM | AID 1645855 | purified USP17, Ub-rhodamine cleavage fluorescence, 3 h | 6.5% of 47,000 active
Target sequence (A8MUK1 whole entry, looked up): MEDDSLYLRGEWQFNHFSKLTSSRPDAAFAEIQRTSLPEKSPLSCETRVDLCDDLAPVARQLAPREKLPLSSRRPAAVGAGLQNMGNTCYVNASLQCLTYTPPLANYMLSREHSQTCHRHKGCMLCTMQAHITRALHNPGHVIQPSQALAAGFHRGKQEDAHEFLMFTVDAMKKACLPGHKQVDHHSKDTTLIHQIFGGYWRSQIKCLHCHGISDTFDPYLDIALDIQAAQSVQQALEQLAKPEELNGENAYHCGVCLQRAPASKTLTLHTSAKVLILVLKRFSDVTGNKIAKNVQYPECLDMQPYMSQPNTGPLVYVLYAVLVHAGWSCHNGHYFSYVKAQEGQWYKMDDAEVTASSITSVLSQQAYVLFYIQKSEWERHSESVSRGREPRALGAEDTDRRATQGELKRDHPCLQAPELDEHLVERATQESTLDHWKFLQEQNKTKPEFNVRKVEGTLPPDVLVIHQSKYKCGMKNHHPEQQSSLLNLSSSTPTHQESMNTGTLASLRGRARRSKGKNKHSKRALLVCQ
OTUD3 inh – blocks human OTUD3 ubiquitin-rhodamine cleavage; inhibition, % at 25 µM; Q5T2D3; AID 1645858; 0.7% of 47,000 active; purified OTUD3, Ub-rhodamine fluorescence, 2 h
The depositor's hits bear a star; i = inactive; / = no result given. Cut-off read from the data, not from the text of the source: active = inhibition above about 30%; inactive = the rest.

SMILES	USP7 block	USP30 block	USP10 inh	UCHL1 inh	USP8 inh	USP28 inh	USP17 block	OTUD3 inh
COc1ccc(F)cc1-c1ccccc1CC1CNCCNC1=O (stereo not drawn)	-1	0	-1	-4	-9	-21	-15	-10
Cc1nc(CC(=O)Nc2c(C)cccc2C)cs1	-2	-60	-3	-4	-14	-12	-6	-6
CCOC(=O)c1[nH]c(C)c(CN(CC2CCCO2)C(=O)CC)c1C (stereo not drawn)	0	1	1	0	-1	3	3	0
COc1ccc(CNC(=O)c2c3c(nc4ccccc24)CCCCC3)cc1	-21	-9	-2	-2	-5	-3	/	-14
Cc1ccc(S(=O)(=O)N(Cc2cccnc2)Cc2cc3cccc(C)c3[nH]c2=O)cc1	0	0	-1	0	-21	-7	-9	0
Cc1cccc(CC(=O)Nc2nnc3n2CCCS3)c1	4	24	1	2	23	15	10	21
Cc1cccc(S(=O)(=O)N2CC3CN(C(=O)CC4CCCC4)CC(C2)O3)c1	1	4	1	1	0	2	1	0
CC(C)c1nc(C2CCCN2C(=O)c2cc(C3CC3)[nH]n2)no1 (stereo not drawn)	1	11	-3	-2	12	1	4	5
COc1cccc(C(=O)N2CCN(c3ccc(CN4CCC(N(C)C)CC4)cn3)CC2)c1C	7	0	4	4	2	7	6	9
Cc1ccc(C(O)Cn2cc(C(=O)Nc3ccccc3)nn2)cc1 (stereo not drawn)	8	35*	10	2	21	18	25	9
CNC(=O)C1CN(C(=O)c2n[nH]c3c2CCCC3)CCN1C(C)C (stereo not drawn)	-2	0	0	-2	-57	-9	/	-1
O=C(NC1CCCCC1)C1CCN(c2cncnc2N2CCOCC2)CC1	-1	-39	0	-2	-6	-7	-16	-4
CCOC(=O)CNC(=O)CSc1nnc(-c2c[nH]c3ccccc23)n1-c1cc(OC)ccc1OC	-5	-17	0	-2	-10	-15	-23	-11
Cc1nc(C2CCN(C(=O)c3cccnc3)C2)nc2c1CCC(=O)N2CC1CCCCC1 (stereo not drawn)	-4	9	-3	0	5	5	3	10
Cc1ccc(-c2ncc(C(=O)Nc3ccccc3Br)c(-c3ccncc3)n2)cc1	-55	i	-4	-23	24	-153	-117	-123
COCCCn1c(C(N)=O)cc2c(=O)n3cccc(C)c3nc21	7	19	4	6	3	16	40*	27
COc1ccc(S(=O)(=O)N2CCN(c3c(C)n(C)c(=O)n(C)c3=O)CC2)cc1OC	3	25	3	2	11	4	8	4
CCOC(=O)N1CCN(c2cc(-c3cccnc3)nc(-c3ccccn3)n2)CC1	0	2	-1	-1	-58	-8	-15	-4
CCCCc1ccc(NC(=O)CCn2ccc(=O)[nH]c2=O)cc1	1	26	0	4	18	7	13	9
Cc1nc2c(NC(=O)COc3ccccc3C)cccn2n1	-3	0	-2	-5	-4	-4	11	-2
Cc1cc(C(=O)NCC(C)N2CCOCC2)n2nccc2n1 (stereo not drawn)	7	6	0	0	15	0	9	11
Cc1nn(-c2ccc(F)cc2)cc1-c1noc(C(=O)NCc2ccco2)n1	-41	3	0	3	5	6	5	5
CCC(=O)Nc1ccc(-n2cnc(C(=O)NC3CC3)c2)nc1	3	-2	-1	1	-134	-6	-4	-3
Cn1c(CNC(=O)C2CCC2)nc2c1CN(S(=O)(=O)c1ccc(F)cc1)CC2	0	0	2	0	-10	-7	-8	-9
O=C(NC1(c2nc(C3CC3)no2)CCCCC1)c1ccccc1Cl	-42	15	4	1	7	15	6	12

Gathered by group: the entries above containing a halogen
SMILES	USP7 block	USP30 block	USP10 inh	UCHL1 inh	USP8 inh	USP28 inh	USP17 block	OTUD3 inh
COc1ccc(F)cc1-c1ccccc1CC1CNCCNC1=O (stereo not drawn)	-1	0	-1	-4	-9	-21	-15	-10
Cc1ccc(-c2ncc(C(=O)Nc3ccccc3Br)c(-c3ccncc3)n2)cc1	-55	i	-4	-23	24	-153	-117	-123
Cc1nn(-c2ccc(F)cc2)cc1-c1noc(C(=O)NCc2ccco2)n1	-41	3	0	3	5	6	5	5
Cn1c(CNC(=O)C2CCC2)nc2c1CN(S(=O)(=O)c1ccc(F)cc1)CC2	0	0	2	0	-10	-7	-8	-9
O=C(NC1(c2nc(C3CC3)no2)CCCCC1)c1ccccc1Cl	-42	15	4	1	7	15	6	12

Complete entries as entered above. Order of values: USP7 block | USP30 block | USP10 inh | UCHL1 inh | USP8 inh | USP28 inh | USP17 block | OTUD3 inh
Cc1cccc(S(=O)(=O)N2CC3CN(C(=O)CC4CCCC4)CC(C2)O3)c1 is listed with 1 | 4 | 1 | 1 | 0 | 2 | 1 | 0
O=C(NC1(c2nc(C3CC3)no2)CCCCC1)c1ccccc1Cl is listed with -42 | 15 | 4 | 1 | 7 | 15 | 6 | 12
Cc1ccc(S(=O)(=O)N(Cc2cccnc2)Cc2cc3cccc(C)c3[nH]c2=O)cc1 is listed with 0 | 0 | -1 | 0 | -21 | -7 | -9 | 0
Cc1nn(-c2ccc(F)cc2)cc1-c1noc(C(=O)NCc2ccco2)n1 is listed with -41 | 3 | 0 | 3 | 5 | 6 | 5 | 5
COCCCn1c(C(N)=O)cc2c(=O)n3cccc(C)c3nc21 is listed with 7 | 19 | 4 | 6 | 3 | 16 | 40* | 27

More structures follow.
SMILES	USP7 block	USP30 block	USP10 inh	UCHL1 inh	USP8 inh	USP28 inh	USP17 block	OTUD3 inh
CCCC(=O)NCCOc1ccc2nnc(-c3ccccc3)n2n1	3	-10	-4	-2	-33	0	-2	6
CC(=O)Nc1ccc2nc(NC(=O)C34CC5CC(CC(C5)C3)C4)sc2c1	-7	14	-1	1	12	7	37*	4
CCN(CC)C(=O)C[C@@H]1CCN2C[C@@H]1CCCOc1ccc(N3CCOCC3)cc1CNCC2=O	0	-10	-2	-1	-9	-12	-7	-4
Cc1ncc(CNC(=O)c2cnn3cccnc23)c(C2CCCN2C)n1 (stereo not drawn)	-18	-186	-9	-18	-34	-52	-43	-23
CN(C)C(=O)N1CCC2(CC1)C(=O)N(Cc1ccccc1)c1ccccc12	-27	11	0	2	4	10	2	4
O=C(CN1CCN(c2ccccc2F)CC1)c1ccc2c(c1)CCN2	-16	0	-1	-1	-34	-2	-7	-8
NC(=O)c1cc2c([nH]c3cc(Cl)ccc32)s1	-1	-16	3	3	-2	6	-13	-6
CCOC(=O)N1CCN(S(=O)(=O)c2ccc(C(=O)Nc3nnc(-c4ccc(OC)cc4OC)o3)cc2)CC1	7	22	13	5	0	4	-19	12
CCOc1ccc(C2CCCN2Cc2nc(N)nc(Nc3ccccc3C)n2)cc1 (stereo not drawn)	-5	-109	-11	2	22	-26	-16	-19
O=C(COc1nc2ccccc2nc1N1CCOCC1)NC(c1ccccc1)c1ccccc1	-23	i	-6	-50	-73	-267	-147	-189
Cc1nc2sc3c(c2c2nnc(SCC(=O)NCc4ccc5c(c4)OCO5)n12)CCCC3	2	5	1	-1	-7	-3	4	-3
COC(=O)c1cc2c(ccn2-c2ccc(F)cc2)n1Cc1ncc(C)c(OC)c1C	-2	4	-3	-4	28	13	24	15
Cn1c(CN2CCOCC2)nnc1SCC(=O)c1ccccc1	4	22	3	2	24	13	13	13
O=S(=O)(NCc1ccc2c(c1)CCO2)c1ccccc1	2	3	0	1	0	7	0	3
CC(=O)N[C@@H]1C[C@H](c2ccc(F)cc2)O[C@@H]2CCCC[C@@H]12	/	-1	-1	0	1	-11	-4	-2
Cc1cc(C)cc(NC(=O)Cc2nnc3c(-c4nc(C5CC5)no4)cccn23)c1	0	-279	0	-1	2	-41	-34	-58
COc1ccc(CNC(=O)CN2C(=O)c3cccc4cccc2c34)cc1	-3	-15	10	-2	-4	22	46*	-28
CCN1CCCC1CN(Cc1cc2ccc(C)cc2[nH]c1=O)C(=O)Nc1ccccc1Cl (stereo not drawn)	-4	20	0	2	-2	13	14	12
CN(C)c1ccc(C(=O)OCC(=O)c2ccc3c(c2)OCCO3)cc1	6	-3	3	0	16	10	3	6
Cc1ccccc1-c1nnc(C2(c3ccc(Cl)cc3)CCOCC2)o1	-35	11	9	5	-5	-3	2	4
COc1ccc(C(=O)COC(=O)c2ccc(Oc3ccccc3)cc2)cc1OC	7	-3	1	4	17	15	7	7
COc1cccc(NC(=O)c2cnc3sc4c(n3c2=O)CCCC4)c1	1	11	-1	3	-1	10	13	10
CC(=O)c1ccccc1NC(=O)COC(=O)C1CCCN1S(=O)(=O)c1ccccc1F (stereo not drawn)	-1	-4	-1	2	1	-1	-3	-2
Cc1c(C)n(-c2ccccc2)c2ncn(CC(=O)N3CCOCC3)c(=O)c12	-8	0	1	0	1	1	1	1
CNC(=O)C1CN(C(=O)Cn2c(C(F)(F)F)nc3ccccc32)CCN1 (stereo not drawn)	4	26	0	2	-97	4	2	10

Part of the list above in order of number of heavy atoms, descending.
SMILES	USP7 block	USP30 block	USP10 inh	UCHL1 inh	USP8 inh	USP28 inh	USP17 block	OTUD3 inh
COc1cccc(C(=O)N2CCN(c3ccc(CN4CCC(N(C)C)CC4)cn3)CC2)c1C	7	0	4	4	2	7	6	9
COC(=O)c1cc2c(ccn2-c2ccc(F)cc2)n1Cc1ncc(C)c(OC)c1C	-2	4	-3	-4	28	13	24	15
COc1ccc(C(=O)COC(=O)c2ccc(Oc3ccccc3)cc2)cc1OC	7	-3	1	4	17	15	7	7

Continued:
SMILES	USP7 block	USP30 block	USP10 inh	UCHL1 inh	USP8 inh	USP28 inh	USP17 block	OTUD3 inh
COc1ccc2nc(C)cc(NCCc3ccc(S(N)(=O)=O)cc3)c2c1	-1	-17	0	-3	0	-3	-7	-10
CCc1nc(SCc2ccccc2C)c2c(=O)n(C)c(=O)n(C)c2n1	-4	16	6	-1	6	-13	6	6
Cc1cncc(C2CCCN(C(=O)c3ccc4nc[nH]c4c3)C2)n1 (stereo not drawn)	-1	-6	1	-3	-4	-4	-9	-6
O=C([C@H]1CCCO1)N1CCCn2c(nc(Cn3ccnc3)cc2=O)C1	0	3	0	-3	-22	-1	-5	-1
CC(=O)NC(Cc1cccc(F)c1)C(=O)NC1CCN(C(=O)c2ccc(C)cc2)CC1 (stereo not drawn)	4	10	1	1	8	10	5	10
CCc1ccccc1NS(=O)(=O)c1ccc2c(c1)OCC(=O)N2	3	16	5	2	0	8	3	10
COc1ccc(C)cc1NC(=O)c1cc2c(s1)CN(C1CC1)C2	-15	-23	-1	-2	-4	0	17	-8
O=C(c1cc(C2CC2)[nH]n1)N1CCC(Cc2ccccc2)CC1	-7	32*	2	2	9	21	3	7
CCn1c(SCC(=O)Nc2ccc(C)cc2)nnc1-c1cnccn1	-1	-12	-2	0	-1	-1	-1	3
COc1ccc(-c2c3c(=O)n(Cc4cccnc4)ccc3nc3nc(C)nn23)cc1	3	8	-1	-1	2	3	5	4
COc1cc2c(cc1OC)-c1c(c(C(=O)NCCCO)nn1-c1ccccc1Cl)C2	2	0	0	2	2	-3	4	1
COc1nc(OC)nc(N2CCC(NC(=O)C(Cc3ccccc3OC)NC(C)=O)CC2)n1 (stereo not drawn)	2	28	-2	0	14	10	15	11
CC(c1ccccc1)n1c(COc2ccccc2)nc2ccccc21 (stereo not drawn)	-19	19	13	1	-6	8	3	0
Cc1cc(O)c2c(=O)c3c(O)cccc3oc2c1O	-90	28	5	6	6	6	37*	11
Cc1ccc(NC(=O)CCc2nc(CSc3nnc(-c4ccccc4)o3)no2)cc1	-1	15	-2	-1	-31	4	6	4
O=C(Cn1cnc2cc3c(cc21)OCCCO3)NC1CCCC1	-5	-41	-4	-3	28	3	-1	-7
COc1cccc(O[C@@H]2C[C@@H](NC(=O)c3cccnc3)[C@H](N(C)C)[C@H]2O)c1	2	8	1	1	3	3	3	3
CCN(Cc1ccc(OC)cc1)S(=O)(=O)c1nnc(NC(=O)c2ccccc2)s1	13	-91	5	3	20	-15	0	-4

Reformatted with the structure last: part of the list above.
| USP7 block | USP30 block | USP10 inh | UCHL1 inh | USP8 inh | USP28 inh | USP17 block | OTUD3 inh | smiles |
| --- | --- | --- | --- | --- | --- | --- | --- | --- |
| -5 | -41 | -4 | -3 | 28 | 3 | -1 | -7 | O=C(Cn1cnc2cc3c(cc21)OCCCO3)NC1CCCC1 |
| 0 | 3 | 0 | -3 | -22 | -1 | -5 | -1 | O=C([C@H]1CCCO1)N1CCCn2c(nc(Cn3ccnc3)cc2=O)C1 |
